High-throughput results: PubChem BioAssay, NMMLSC
LNCaP diff act: LNCaP prostate cell differentiation activation; hit rate 0.56% among 24,000; side scatter shift, % at 10 µM; AID 795; flow cytometry side scatter, 4 d;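 active = side scatter shift above 30%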;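 also: androgen-responsive LNCaP prostate cancer cells in charcoal-stripped serum medium; percent of cells past a gate set so DMSO wells show 10% shift; higher shift means more granular cells and more differentiation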
VLA-4 antagonist: inhibition of LDV-FITC ligand binding to human VLA-4 integrin | P13612 | Jurkat cells, LDV-FITC binding with Mn2+, flow cytometry; 100% = Mn2+-driven binding gain fully reversed | inhibition, % at 10 µM (by protocol) | hit rate 0.2% among 24,000;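 active = inhibition above 50%; inconclusive = compound itself fluorescent, judged against control cell fluorescence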;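 also: 0% = Mn2+ stimulated cells lacking compound and 100% = ligand binding without Mn2+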
Target sequence (P13612 whole entry, looked up): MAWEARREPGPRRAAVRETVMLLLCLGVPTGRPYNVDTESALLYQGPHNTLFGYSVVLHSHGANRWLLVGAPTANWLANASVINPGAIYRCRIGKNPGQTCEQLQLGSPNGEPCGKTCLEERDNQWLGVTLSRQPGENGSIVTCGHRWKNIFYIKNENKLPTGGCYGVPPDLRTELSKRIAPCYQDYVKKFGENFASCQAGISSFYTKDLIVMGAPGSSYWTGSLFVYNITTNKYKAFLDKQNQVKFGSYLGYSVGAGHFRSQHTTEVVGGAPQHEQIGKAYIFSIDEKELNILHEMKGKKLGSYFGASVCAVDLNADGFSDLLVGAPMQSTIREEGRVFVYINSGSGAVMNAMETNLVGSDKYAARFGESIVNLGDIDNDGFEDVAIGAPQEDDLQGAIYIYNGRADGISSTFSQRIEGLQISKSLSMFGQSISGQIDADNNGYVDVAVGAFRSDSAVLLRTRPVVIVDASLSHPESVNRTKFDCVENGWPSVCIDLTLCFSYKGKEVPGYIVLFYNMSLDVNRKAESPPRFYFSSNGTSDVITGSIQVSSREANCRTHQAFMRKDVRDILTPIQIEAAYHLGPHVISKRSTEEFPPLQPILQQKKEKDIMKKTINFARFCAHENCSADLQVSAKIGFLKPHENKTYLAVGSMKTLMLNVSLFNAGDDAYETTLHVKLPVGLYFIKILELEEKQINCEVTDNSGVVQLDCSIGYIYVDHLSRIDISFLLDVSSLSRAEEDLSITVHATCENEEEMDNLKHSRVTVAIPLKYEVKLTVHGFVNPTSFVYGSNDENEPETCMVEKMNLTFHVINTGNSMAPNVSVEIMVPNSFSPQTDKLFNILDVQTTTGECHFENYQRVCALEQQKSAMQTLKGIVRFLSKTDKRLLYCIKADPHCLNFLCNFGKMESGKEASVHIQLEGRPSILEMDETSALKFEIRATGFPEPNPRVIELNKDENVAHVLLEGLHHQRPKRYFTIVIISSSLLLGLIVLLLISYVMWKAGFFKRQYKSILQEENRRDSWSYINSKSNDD
Jurkat autofluor: autofluorescence counter-screen for VLA-4 integrin assays. Jurkat cells, compound autofluorescence, flow cytometry; hits give high values; 1 = vehicle-only cell background. fluorescence ratio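 (tested at 10 µM compound in the well)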. hit rate 0.61% among 24,000;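 active = fluorescence ratio above 2.44, which is 1 plus 3 SD of all ratios; inconclusive = signal too bright to measure linearly, ratio around 10 or more; inactive = fluorescence ratio below 2.44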;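 also: green fluorescence of cells measured with 488 nm excitation and 530 nm emission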
VLA-4 allo ag: allosterically activates the human VLA-4 integrin; activation, % at 10 µM (by protocol); Jurkat cells, LDV-FITC binding, flow cytometry; 24,000 tested, under 10 active; P13612;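 active = fluorescent ligand binding to cells raised by more than 40% of the manganese-induced maximum; inconclusive = compound's own fluorescence above 85% of the ligand control signal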;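 also: 0% = ligand binding without compound and 100% = manganese-stimulated maximal binding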
* = called active by the depositor; u = inconclusive; x = not tested or not shown. Not all compounds are listed; rates above refer to the full screens.

SMILES	LNCaP diff act	VLA-4 antagonist	Jurkat autofluor	VLA-4 allo ag
O=c1c2c(nc3nc(CCc4ccccc4)[nH]n13)CCC2	8	-2	0.93	-2
O=C(c1ccco1)N1CCN=C1SCc1cccnc1	6	-23	0.78	12
COc1ccc(CCNC(=O)Cn2cnc3c(cnn3C(C)(C)C)c2=O)cc1OC	16	12	1.1	0
CCCOc1ccc(C2c3c(oc4cc(C)c(C)cc4c3=O)C(=O)N2CCCN(C)C)cc1 (stereo not drawn)	7	1	1.1	-2
CCOc1ccc2nc(C)cc(C(=O)O)c2c1	0	2	1	7
COC(=O)CSc1nc2sc3c(c2c(=O)n1C1CCCCC1)CCN(C)C3	4	4	1.7	4
O=C(NCc1cccnc1)Nc1cccc(NC(=O)NCc2cccnc2)c1	1	-11	1	1
CCc1nn(C(C)C(=O)N2CCN(Cc3ccccc3)CC2)c(=O)c2cc3occc3n12 (stereo not drawn)	10	u	1.4	u
COc1ccc2c(c1)CCc1c(C(=O)Nc3c(C)n(C)n(-c4ccccc4)c3=O)noc1-2	1	19	1	3
Cc1ccc(-c2nc(N)n(C(=O)c3cccnc3)n2)cc1	9	-2	1	-4
CCOc1ccc(N2CC(C(=O)Nc3ccccc3OC)CC2=O)cc1 (stereo not drawn)	9	-13	0.99	2
Cc1ccc(S(=O)(=O)N2CCOCC2)cc1C(=O)Nc1nc(-c2cccnc2)cs1	14	-8	1.1	0
COc1cccc(CNC(=O)CN(c2cc(C)cc(C)c2)S(=O)(=O)c2c(C)noc2C)c1	6	7	1	-3
Cc1ncc([N+](=O)[O-])n1CC(O)CCl (stereo not drawn)	2	-18	1.1	2
Cc1cc(OCn2ccc(C(=O)O)n2)ccc1Cl	7	4	1	5
CCCCCn1c(SCC(=O)OCC)nc2cc(C(=O)NCc3ccco3)ccc2c1=O	4	1	1.1	-7
CN(C)c1ccc(-c2nc3ccccc3n2C)cc1	24	-13	1.1	-11
CCn1c(SCC(=O)NCc2ccco2)nc2c(c1=O)SC(C)C2 (stereo not drawn)	3	-11	1	3
CC(NCc1ccco1)C(=O)N1CCc2ccccc2C1 (stereo not drawn)	19	-5	1	0
COc1cccc2sc(NC(=O)c3ccc(S(=O)(=O)N4CCOCC4)cc3)nc12	11	1	0.95	2
CCc1nc(SCc2cc(Cl)ccc2OC)n[nH]1	13	-19	1	3
O=C(Nc1nnc(COc2ccc(F)cc2)s1)c1cccs1	6	0	0.99	-4
COc1ccc2[nH]c(=O)c(CN(Cc3cccs3)Cc3nnnn3C(C)(C)C)cc2c1	13	-22	1.1	6
CC(C)CC(NS(=O)(=O)c1ccc2c(c1)oc(=O)n2C)C(=O)NC1CCCc2ccccc21 (stereo not drawn)	7	12	0.94	5
Cc1ccc(-c2nc(CS(=O)CC(=O)NCCN3CCCC3)c(C)o2)cc1 (stereo not drawn)	7	0	0.95	6

Among those listed so far, 2 contain a COOH group.
SMILES	LNCaP diff act	VLA-4 antagonist	Jurkat autofluor	VLA-4 allo ag
CCOc1ccc2nc(C)cc(C(=O)O)c2c1	0	2	1	7
Cc1cc(OCn2ccc(C(=O)O)n2)ccc1Cl	7	4	1	5

The main list resumes, repeating the five entries before the break.
SMILES	LNCaP diff act	VLA-4 antagonist	Jurkat autofluor	VLA-4 allo ag
CCc1nc(SCc2cc(Cl)ccc2OC)n[nH]1	13	-19	1	3
O=C(Nc1nnc(COc2ccc(F)cc2)s1)c1cccs1	6	0	0.99	-4
COc1ccc2[nH]c(=O)c(CN(Cc3cccs3)Cc3nnnn3C(C)(C)C)cc2c1	13	-22	1.1	6
CC(C)CC(NS(=O)(=O)c1ccc2c(c1)oc(=O)n2C)C(=O)NC1CCCc2ccccc21 (stereo not drawn)	7	12	0.94	5
Cc1ccc(-c2nc(CS(=O)CC(=O)NCCN3CCCC3)c(C)o2)cc1 (stereo not drawn)	7	0	0.95	6
c1ccc(C2CC(c3cccs3)n3nnnc3N2)cc1 (stereo not drawn)	5	-18	1	4
c1nc(NCC2(N3CCOCC3)CCCCC2)c2ccsc2n1	17	6	1.1	-5
CC(=O)NS(=O)(=O)c1ccc(NC(=O)c2ccccc2F)cc1	6	-12	1.1	4
O=C(CCCCn1c(=O)[nH]c2ccccc2c1=O)N1CCN(c2ncccn2)CC1	15	1	1.1	1
CCN1CCN(S(=O)(=O)Cc2ccccc2)CC1	6	-20	1.1	-3
CN(C)C(=O)N1CCCC(C(=O)NCc2ccc(F)cc2Cl)C1 (stereo not drawn)	8	10	1.1	-2
O=C(NCCCc1ccccc1)C1CCN(c2nnc(-n3cccc3)s2)CC1	9	6	1	-3
COc1cc(-c2nn3c(-c4cccnc4)nnc3s2)cc(OC)c1OC	9	-14	1.1	6
c1ccc(-c2n[nH]c3ccccc23)cc1	11	-17	1.1	9
COc1cc2c(cc1OC)C(C(=O)O)C(c1ccc(C)o1)N(C)C2=O (stereo not drawn)	0	u	1	u
CCC(=O)N1c2ccc(S(=O)(=O)CCC(=O)N3CCN(c4ccccc4)CC3)cc2CC1C (stereo not drawn)	9	5	1.1	-5
O=C(O)c1cccc(NC(=O)c2cccc(S(=O)(=O)N3CCCCC3)c2)c1	1	7	1	-5
CCCCNC(=O)c1cc(-c2ccc(OC)cc2)on1	8	12	1	-2
CCOC(=O)c1sc2ccc(S(=O)(=O)N3CCOCC3)cc2c1N	9	15	1.2	-3
COc1ccc(C2C(C(=O)NCc3cccnc3)c3ccccc3C(=O)N2C)cc1OC (stereo not drawn)	6	4	1	2
COC(=O)CCC(=O)Nc1ccc(OC)cc1	2	-18	0.99	0
COc1cc2[nH]c(=O)n(C3CCCCC3)c(=O)c2cc1OC	x	18	1.1	9
O=C(CCCn1c(=S)[nH]c2cc3c(cc2c1=O)OCO3)N1CCN(c2ccccn2)CC1	12	-13	1.1	-8
COc1ccccc1NC(=O)NC1(C(=O)N2CCC(O)CC2)CCCCC1	9	-2	0.99	-4
COc1cccc2c1C(=O)c1c(O)c3c(c(O)c1C2=O)C[C@@](O)(C(=O)CO)C[C@@H]3O[C@H]1C[C@H](N)[C@H](O)[C@H](C)O1	5	u	6.3*	u
CN(C#N)c1nc(N2CCOCC2)nc(N2CCOCC2)n1	1	3	1	-3
Cc1cc(NC(=O)CSc2nccn2-c2ccc(Cl)cc2)no1	9	10	1	-2
O=c1oc2ccccc2cc1C1=Nn2c(nnc2-c2cccnc2)SC1	5	4	1.1	-2
COc1ccc(NC(=O)c2oc3ccccc3c2NC(=O)c2ccco2)cc1	15	-10	1.1	-2
COc1ccc(CN(C(=O)c2ccccc2OC)C2CCS(=O)(=O)C2)cc1 (stereo not drawn)	19	-28	1	-2

Reprinted from the part before: three compounds, followed by the next part.
SMILES	LNCaP diff act	VLA-4 antagonist	Jurkat autofluor	VLA-4 allo ag
O=c1oc2ccccc2cc1C1=Nn2c(nnc2-c2cccnc2)SC1	5	4	1.1	-2
COc1ccc(NC(=O)c2oc3ccccc3c2NC(=O)c2ccco2)cc1	15	-10	1.1	-2
COc1ccc(CN(C(=O)c2ccccc2OC)C2CCS(=O)(=O)C2)cc1 (stereo not drawn)	19	-28	1	-2
Cc1ccc(NC(=O)NC(=O)N(c2ccccc2)S(C)(=O)=O)cc1	1	10	0.94	-2
O=C(COC(=O)C12CC3CC(CC(O)(C3)C1)C2)N1CCN(S(=O)(=O)c2ccc(Cl)cc2)CC1	7	-8	0.96	1
COC(=O)C1CCN(C(=O)CN2C(=O)NC(CCc3ccccc3)C2=O)CC1 (stereo not drawn)	6	-6	1.1	9
CCCc1[nH]nc2c1C(c1ccc(OC(=O)N3CCOCC3)c(OC)c1)C(C#N)=C(N)O2 (stereo not drawn)	4	-5	1.1	4
O=C(NCCCN1CCC(Cc2ccccc2)CC1)C1CC(=O)N(C2CCCC2)C1 (stereo not drawn)	5	-8	1	1
CNC(=O)CN1C(=O)CSc2ncccc21	8	13	0.91	4
NC(=O)C1CCN(CC(=O)N2c3ccccc3CCc3ccccc32)CC1	13	-16	0.96	3
CN(C)C(=O)N1CCCC(C(=O)NCc2ccccc2Cl)C1 (stereo not drawn)	7	3	0.94	7
COc1ccc(OCC(=O)N2CC3(C)CC2CC(C)(C)C3)cc1 (stereo not drawn)	17	4	1	-4
CC(=O)Nc1cccc(NC(=O)C2CCCN2C(=O)Nc2ccc(C)cc2)c1 (stereo not drawn)	2	-14	1	-2
Cc1ccc(C(=O)/C=C/Nc2cccc(O)c2)cc1	x	-4	1.4	2
Cc1[nH]n(C(C)(C)C)c(=O)c1Sc1ccccc1	5	-10	1.1	3
Cc1n[nH]c(C)c1S(=O)(=O)N1CCCC(C(=O)Nc2nccs2)C1 (stereo not drawn)	10	-20	1	0
Oc1ccccc1-c1nnc(COc2ccccc2)o1	12	1	1	3
O=C(CCS(=O)(=O)c1cccc2nsnc12)NCc1ccccc1	7	-4	1	0
Cc1ccccc1C1CC(c2ccccc2OC(F)F)Nc2ncnn21 (stereo not drawn)	5	-2	0.92	9
O=C(Cn1cc2c(n1)CCCC2)NCC1CCCO1 (stereo not drawn)	2	-2	1	-1
O=C(Nc1ccccc1C(=O)N1CCCC1)c1cccc(S(=O)(=O)N2CCCCCC2)c1	11	-2	1.2	-4
Cc1ccc(Cn2cnc3c(nnn3Cc3ccc(Cl)cc3)c2=O)cc1	13	5	1.1	-1
Cc1c(NC(=O)c2ccc(Br)o2)c(=O)n(-c2ccccc2)n1C	8	-16	1.1	-6
Cc1nc2ccccc2c2oc(C(=O)NCc3ccccn3)cc12	4	-8	1	-4
COc1ccc2oc(C(=O)CCC(=O)O)c(N)c2c1	3	-19	1	1
COc1ccc(C)cc1NS(=O)(=O)c1cccc2nonc12	4	17	1.1	-1
Cc1cc(C)n2nc(SCC(=O)NCc3ccco3)nc2n1	8	-11	0.91	8
Cn1nc(CC(=O)Nc2ncc(Br)s2)c2ccccc2c1=O	2	1	0.98	2
SMILES	LNCaP diff act	VLA-4 antagonist	Jurkat autofluor	VLA-4 allo ag
CCOc1ccccc1N(CC(=O)N1CCOCC1)S(=O)(=O)c1ccccc1	5	-16	1.1	-2
CCOC(=O)CSc1nnc(CNC(=O)c2ccco2)n1-c1ccc(F)cc1	4	14	1	0
CCOCCCn1c(=NC(C)=O)c(C(=O)OCC)cc2c(=O)n3ccccc3nc21	13	-15	1	-1
O=C(O)c1ccc(NC(=O)c2cccs2)cc1	11	6	1	-2
Cc1cc(N2CCN(C3CCCC3)CC2)n2c(nc3ccccc32)c1C#N	16	2	0.94	-1
CS(=O)(=O)Nc1ccc(C(=O)NCc2ccco2)cc1	5	-16	1.1	4
O=C(CCSCCc1ccccn1)Nc1nccs1	18	-8	1	-1
O=C(CCCOc1ccccc1)N1CCN(c2ccccn2)CC1	4	-19	1.1	5
CCN(CC)CCn1c(=N)n(CCO)c2ccccc21	2	-1	1.1	-8
COc1ccc(-n2c(=O)c3ccccc3n(CC(=O)NC3CCCC3)c2=O)c(OC)c1	2	12	1.1	-5
O=C(CCCCCn1c(=O)[nH]c2ccccc2c1=O)NCCCN1CCN(c2ccccc2F)CC1	12	10	1.1	2
CCOc1ccc(N2C(=O)c3cccnc3C2Nc2ccc(OC)cc2)cc1 (stereo not drawn)	7	-17	1	5
Cc1ccc(CCNC(=O)C2CCN(C(=O)N(C)C)CC2)cc1	3	20	1	-1
CC(=O)N1CCc2cc(C(=O)CN3CCC(C)CC3)ccc21	5	-5	1	-1
CCCn1c(CNC(=O)Cc2ccccc2)nc2ccccc21	7	12	1.1	-3
Cc1ccccc1Cc1c(C)nc2nc(SCC(=O)NCc3ccco3)nn2c1C	8	5	1.2	-9
CCC1(C)Cc2c(C#N)c(N)n(-c3ccccc3)c(=O)c2CO1 (stereo not drawn)	11	4	1	-3
COC(=O)c1cccc(Nc2cc(C)nc(-c3ccccc3O)n2)c1	12	4	1.1	-7
COc1ccc(-c2c3c(=O)n(C)c(=O)n(C)c3cn2-c2cccc(OC)c2)cc1	14	-12	1.1	4
CC(C)Oc1ccc2c(=O)c(-c3ccccc3)coc2c1	5	-4	1.1	-4
O=C1CC(c2ccc(F)cc2)C2=C(CCCC2=O)N1 (stereo not drawn)	8	-13	0.94	-3

Looked up above.
VLA-4 allo ag result of `CCCn1c(CNC(=O)Cc2ccccc2)nc2ccccc21` is entered as -3
LNCaP diff act result of `Cc1cc(N2CCN(C3CCCC3)CC2)n2c(nc3ccccc32)c1C#N` is entered as 16
VLA-4 antagonist result of `COC(=O)c1cccc(Nc2cc(C)nc(-c3ccccc3O)n2)c1` is entered as 4
VLA-4 allo ag result of `Cc1ccc(CCNC(=O)C2CCN(C(=O)N(C)C)CC2)cc1` is entered as -1
